Bioassay records (PubChem)
POLK inh: DNA polymerase kappa (human) inhibition; Q9UBT6; purified Pol kappa, fluorescent DNA synthesis assay, 10 min; Potency, µM (doses to about 107 µM), without a hit: at the highest dose activity, negative = inhibition, usual class: inhibitors; hit rate 0.53% among 400,000; further: potency means the concentration at half of the fitted maximal effect; on the % scale 0 is the no-effect control and ±100 the full control effect
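Inhibition of 10 nM Pol kappa is measured by a fluorescent read-out at 0 and 10 min following addition of 50 nM substrate (final), with a 15-min room-temperature compound preincubation.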
POLB inh: inhibitors of human DNA polymerase beta; P06746; Pol beta primer extension/strand displacement, fluorescence kinetic; Potency, µM (highest dose often 114 µM), for inactives: at the top dose activity change, negative = inhibition, actives largely listed as inhibitors; hit rate 1.3% among 340,000; AID 485314; further: potency means the concentration at half of the fitted maximal effect; on the % scale 0 is the no-effect control and ±100 the full control effect
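10 nM enzyme + cpd, 15 min RT; start with substrate 50 nM final; read 0 min and after 10 min RT. Corrected, normalized data; 4-parameter Hill curve fit.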
LDHA block: blocks human lactate dehydrogenase A; P00338; purified LDHA, NADH/diaphorase-resazurin fluorescence; stronger effect = lower value; activity change, % (values are at about 110 or 230 µM); hit rate 0.15% among 480,000; AID 1347041; in the data active means activity change below about -30%; inconclusive means mostly about -25% to -30%;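 further: plate controls were DMSO wells for no effect and wells without enzyme for full effect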
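Human LDH5 at 2 nM final in Tris HCl pH 7.4 with 0.06 mM NADH and 0.2 mM pyruvate, reacted 5 minutes at room temperature. Remaining NADH coupled via diaphorase/resazurin; resorufin fluorescence read at 0 and 20 minutes, normalized to enzyme-free and DMSO wells.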
ERG-DNA inh: ERG Ets/DNA interaction inhibition. Potency, µM (series often up to 76.9 µM), inactives show at the highest dose FP activity, negative = inhibition, hits mostly inhibitors. hit rate 0.028% among 370,000. fluorescence polarization, His-ERG Ets domain / labelled DNA; active means well fitted inhibition curve with a large enough effect in the polarisation, with a control signal flat; inconclusive means small, poorly fitted or top-dose-only effect, or effect the other way, or a change in a side signal; inactive means no such curve, though single readings can be large or run the other way; the % refers to the polarisation;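 further: polarization taken with two DNA probes labelled with fluorescein and Texas red; potency means the concentration at half of the fitted maximal effect; % of control where 0% means no effect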
Target sequence (P11308 whole entry, looked up, the tested form may be a part): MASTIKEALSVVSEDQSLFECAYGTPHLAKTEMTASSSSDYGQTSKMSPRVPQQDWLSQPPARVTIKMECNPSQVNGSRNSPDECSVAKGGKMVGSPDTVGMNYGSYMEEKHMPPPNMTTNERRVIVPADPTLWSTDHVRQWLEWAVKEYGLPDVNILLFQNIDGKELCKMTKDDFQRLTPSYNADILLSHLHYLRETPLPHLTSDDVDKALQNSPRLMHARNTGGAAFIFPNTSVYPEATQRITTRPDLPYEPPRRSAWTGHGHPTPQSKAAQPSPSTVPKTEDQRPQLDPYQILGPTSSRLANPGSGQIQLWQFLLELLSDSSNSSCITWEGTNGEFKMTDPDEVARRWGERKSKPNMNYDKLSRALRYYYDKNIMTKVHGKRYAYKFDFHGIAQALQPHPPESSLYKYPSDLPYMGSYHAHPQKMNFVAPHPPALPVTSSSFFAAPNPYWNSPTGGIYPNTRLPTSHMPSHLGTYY
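His-tagged ERG Ets domain (1 uM in the protein solution; 300mM KCl, 50mM Tris-HCl, 1mM EDTA, 1mM DTT, pH 7.5) received compound, then a probe mix of 5 nM fluorescein-DNA and 100nM Texas-615-DNA. Fluorescence polarization was read for both dyes.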
Anesthetic bind: binds horse apoferritin like a general anesthetic; apoferritin/1-aminoanthracene competitive binding, fluorescence; Potency, µM (highest dose often 77.5 µM), for the others: top-dose activity change, negative = displacement, hits mostly inhibitors; AID 485281; hit rate 0.074% among 350,000; further: potency means the concentration at half of the fitted maximal effect; on the % scale 0 is the no-effect control and ±100 the full control effect; nearly all actives have a fitted effect of over 20% in size
Target sequence (P02791 2-175 limits assumed): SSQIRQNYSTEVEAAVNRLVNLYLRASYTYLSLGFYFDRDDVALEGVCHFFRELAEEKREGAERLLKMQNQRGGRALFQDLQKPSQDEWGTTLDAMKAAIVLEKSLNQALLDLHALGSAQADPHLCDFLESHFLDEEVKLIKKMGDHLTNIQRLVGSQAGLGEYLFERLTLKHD
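Horse-spleen apoferritin (10 uM) was mixed with 50% saturated 1-aminoanthracene in PBS, exposed to compounds for 10 min at room temperature, and read for fluorescence (ex 380 nm, em 535 nm). Competitive displacement was fitted with a four-parameter Hill equation.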
POLH inh: blocks human DNA polymerase eta activity; recombinant Pol eta, fluorescent DNA replication assay; hit rate 1.2% among 390,000; Q9Y253; AID 588591; Potency, µM (doses to about 114 µM), inactives show top-dose activity change, negative = inhibition, actives largely listed as inhibitors; further: potency means the concentration at half of the fitted maximal effect; on the % scale 0 is the no-effect control and ±100 the full control effect
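Fluorescent replication assay: 50 nM final substrate added after a 15 min room-temperature compound preincubation with 10 nM enzyme. Signal taken at 0 min and again at 10 min.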
RGS4 inhibitor: inhibitors of human regulator of G protein signaling 4; P49798; Transcreener GDP fluorescence polarization, RGS4-accelerated GTP hydrolysis; Potency, µM (top dose mostly 114 µM), inactives show top-dose activity change, negative = inhibition, most hits filed as inhibitors; hit rate 0.039% among 390,000; further: potency means the concentration at half of the fitted maximal effect; on the % scale 0 is the no-effect control and ±100 the full control effect; nearly all actives have a fitted effect of over 75% in size; some results filed as inactive show a strong effect at the top dose
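MLSMR compounds (23 nl, pin-transferred) preincubated 10 min at room temperature with a 500nM (2x) first reagent, then RGS4 at 900nM (2x) plus Transcreener GDP mix added; fluorescence polarization (620/688 nm) read before and after 90 min at 30 °C.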
APE1 inh: APE1 (human) endonuclease inhibition | P27695 | recombinant APE1, TAMRA/BHQ-2 abasic DNA cleavage fluorescence | Potency, µM (doses to about 65.8 µM), without a hit: at the highest dose activity change, negative = inhibition, usual class: inhibitors | hit rate 0.35% among 350,000;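 further: potency means the concentration at half of the fitted maximal effect; plate controls were vehicle for no effect and reference inhibitor for full effect; nearly all actives have a fitted effect of over 55% in size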
Target sequence (P27695 whole entry, looked up): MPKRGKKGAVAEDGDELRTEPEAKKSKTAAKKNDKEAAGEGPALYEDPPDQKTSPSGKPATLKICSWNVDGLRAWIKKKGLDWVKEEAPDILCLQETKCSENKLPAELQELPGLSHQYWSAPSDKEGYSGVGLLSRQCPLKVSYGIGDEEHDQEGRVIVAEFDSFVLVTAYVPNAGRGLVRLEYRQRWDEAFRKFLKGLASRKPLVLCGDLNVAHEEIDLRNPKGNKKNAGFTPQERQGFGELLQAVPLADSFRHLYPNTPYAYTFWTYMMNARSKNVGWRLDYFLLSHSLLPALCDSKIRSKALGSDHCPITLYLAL
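Substrate: short duplex with […] THF abasic site, 5'-TAMRA and 3'-BHQ-2, 50 nM final. APE1 at 0.75 nM, preincubated 15 min RT with compound. Fluorescence increase from first to third read measured activity.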
12-LOX inh: inhibitors of human 12S-lipoxygenase ALOX12; purified 12hLO, xylenol orange hydroperoxide absorbance; hit rate 1.1% among 580,000; Potency, µM (titrated, usually from 108 µM), inactives show at the highest dose activity change, negative = inhibition, actives largely listed as inhibitors; P18054; further: potency means the concentration at half of the fitted maximal effect; on the % scale 0 is the no-effect control and ±100 the full control effect
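Hydroperoxide product was detected by ferrous iron/xylenol orange as the 573 to 405 nm absorbance ratio. Arachidonic acid at 40 uM (final) was turned over for 30 min at room temperature by 150 nM human 12hLO, pH 7.0 Hepes buffer, after 15 min compound preincubation.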
* marks the source's active call; other numbers are inactive results; ? = inconclusive; nt = not tested or not shown; & = joins results of further samples; [ ] = another dose, or the depositor's remark. Unless noted, the call rests on the fitted dose curve; in most records, active means well fitted curve in the direction sought with a large enough effect; inconclusive means small, poorly fitted or top-dose-only effect, or another doubt; inactive means no such curve, though single readings can be large; an effect the other way counts as inactive or inconclusive.

SMILES	POLK inh	POLB inh	LDHA block	ERG-DNA inh	Anesthetic bind	POLH inh	RGS4 inhibitor	APE1 inh	12-LOX inh
Cc1c(C(=O)NCCCN2CCCCC2)oc2ccc3c(c12)C(O)CC1(CCCCC1)O3 (centres undefined)	-1%	-1%	0	22%	-18%	-8%	?	40%	0%
Cc1c(C(=O)O)oc2c1C(O)CC(C)(C)C2 (centres undefined)	-9%&-8%	-16%&1%	-16&-3	4%&10%	-2%&-14%	-13%&-10%	14%&-26%	14%&-1%	-4%&4%
CCN(CC(=O)NCc1ccc(F)cc1)C(=O)c1oc2ccccc2c1C	-5%	-1%	-9	-2%	-4%	-11%	-5%	53%[activator]	-13%
CCCCS(=O)CC(CS(=O)CCCC)OC(=O)c1ccccc1 (centres undefined)	-8%	20%	-11	4%	-8%	0%	-7%	4%	-22%
O=c1[nH]c(SCc2n[nH]c(=S)n2-c2ccccc2)nc2ccccc12	-15%	2%	-5	-1%	0%	-5%	-39%	-3%	?
CCOC(=O)c1ccccc1NC(=O)COC(=O)CCNS(=O)(=O)c1ccc(C)c(C)c1	-11%	nt	-3	-3%	nt	-5%	-8%	1%	13%
CCOC(=O)c1c(S(=O)(=O)N2CCCCCC2)c(C)n(C)c1C	-2%	12%	2	7%	-3%	-9%	1%[11.4 µM]	-3%	138%[activator]
O=C(Nc1ccc(Cl)cn1)C1CCCN1S(=O)(=O)c1cccc2ccccc12 (centres undefined)	-8%	-12%	0	-15%	4%	2%	17%	2%	-12%
C#CCOCCOCCOCCNc1nc(N2CCN(C(=O)[C@H](Cc3cc4ccccc4[nH]3)n3cc(C(N)CC(C)C)nn3)CC2)nc(N2CCN(C(=O)[C@H](CCC(=O)O)n3cc(C(N)[C@H](C)CC)nn3)CC2)n1 (some centres undefined)	1%	1%	-3	-8%	-8%	-14%	-3%	-3%	nt
CCCN(CCC)C(=O)c1ccc2c(c1)N(Cc1ccccc1)C(=O)CS2=O (centres undefined)	-1%	1%	-6	-5%	-17%	-13%	-9%	3%	4%
COc1cc(OC)cc(C(=O)NC(=S)Nc2ccc(N3CCCC3)cc2)c1	-2%	-23%	8	3%	-20%	-16%	-48%	?	45µM*
C=C[C@@H]1c2cc(C)ccc2N(S(=O)(=O)c2ccc(C)cc2)[C@H](c2ccc(OC(C)=O)cc2)C1(C#N)C#N	-4%&9%	nt	-5	4%	nt	-7%	7%	6%	9%
COc1cc(NC(=S)Nc2cccc(Cl)c2Cl)c(OC)cc1Cl	-14%	-3%	0	1%	?	-14%	-39%	-1%	-16%
COc1ccc(-c2cc(-c3ccc(F)cc3)nc3c2COc2ccccc2-3)cc1	-1%	0%	-5	0%	-3%	-27%	1%	nt	-16%
COc1ccc(C(N)CCc2ccc(C)o2)cc1 (centres undefined)	-1%	1%	4	-3%	-13%	0%	-11%	-9%	138%[activator]
Cc1nn(Cc2ccccc2Cl)c(C)c1NC(=O)c1noc(C(C)C)c1[N+](=O)[O-]	-10%	71%	-4	-3%	-18%	-3%	36%	7%	-2%
O=C(NNC(=O)C12CC3CC(CC(O)(C3)C1)C2)c1csc(N2CCOCC2)n1	-7%	28%	-9	4%	-4%	-3%	-12%	10%	9%
O=C(NCCC(=O)N1CCN(c2ccccc2O)CC1)c1ccc(Cl)cc1	-4%	nt	5	-1%	nt	-20%	-17%	20%	?
COc1ccccc1CNC(=O)c1nnn(CC(=O)Nc2c(C)cccc2C)c1N	7%	?	-13	-1%	-11%	-9%	-10%	nt	-12%
Cc1ccc2c(c1)-c1c(cnn1CC(=O)N(CCC#N)c1ccccc1)CO2	-7%	12%	-3	5%	-10%	-2%	-4%	-2%	43%
CCOC(=O)c1cc(C#N)c(N2CCN(c3ccc(OC)cc3)CC2)[nH]c1=O	-24%	2%	3	-2%	-7%	-2%	12%	-5%	-7%
O=C(CCCOc1ccc(Cl)cc1Cl)NCCc1nnc2ccccn12	7%	-12%	-1	6%	-4%	-5%	-15%	-7%	-7%
CCCCN(C(=O)c1ccco1)C1CCS(=O)(=O)C1 (centres undefined)	-1%	nt	-3	3%	nt	3%	3%	12%	1%
O=C(c1ccccc1Cl)N1CCCC(c2nc3c(nnn3Cc3ccccc3)c(=O)[nH]2)C1 (centres undefined)	-10%	-12%	-7	5%	?	-3%	-1%	-5%	?
CC(C)=CCN1CCN(Cc2cc(CC(C)C)n[nH]2)CC1CCO (centres undefined)	-10%	2%	-5	0%	31%	-1%	0%	2%	5%
CCn1cc(C2=NC(CC(C)C)CO2)c2ccccc21 (centres undefined)	2%	-23%	-1	-3%	-11%	-25%	-7%	-9%	-6%
CCN(CC)/C(=N/S(=O)(=O)c1ccc(C)cc1)c1ccccc1	-15%	?	0	0%	-8%	1%	26%	-1%	11%
CCOc1cc(N2CCOCC2)c(OCC)cc1NC(=O)c1ccccc1	3%	0%	0	1%	2%	-13%	4%	-1%	-13%
Cc1cc[n+](CC(=O)c2cccc([N+](=O)[O-])c2)c2ccccc12	-15%	13%	-3	34%[activator]	-18%	-21%	-8%	-4%	?
CSCCC(NC(=O)c1ccccc1)C(=O)N1CC(C)OC(C)C1 (centres undefined)	-4%	nt	-3	-4%	nt	-10%	20%	24%	12%
COc1ccccc1CNC(=O)Cn1cccc1C(=O)c1ccccc1C	4%	-8%	0	1%	?	-8%	-7%[11.4 µM]	55%[activator]	-18%
O=C(NCC1CCCO1)c1cc2ccccc2[nH]1 (centres undefined)	-6%	18%	2	10%	-10%	-18%	-1%	-1%	0%
CCc1ccc(N(CC)C(=O)Cc2c(C(=O)O)n(C)c3ccccc23)cc1	-13%	1%	-6	-6%	-1%	-6%	-7%	10%	35%[activator]
O=C(Nc1ccccn1)c1ccc(Cl)c(S(=O)(=O)N2CCc3ccccc32)c1	4%	nt	1	-16%	nt	-22%	-25%	-13%	193%[activator]
CCCCN(c1ccccc1)S(=O)(=O)c1ccc2c(c1)CCN2C(=O)CCC(=O)O	-15%	-19%	-2	-2%	0%	-1%	21%	-9%	6%
CCn1c(C)cc2c(c1=O)C(c1ccc3c(c1)OCO3)C(C#N)=C(N)O2 (centres undefined)	12%	37%	-8	-1%	-8%	-7%	4%	12%	5%
Cc1nc2ccccn2c1C(=O)N=Nc1c(O)n(CCC(C)C)c2ccccc12	-6%	17%	-9	7%	3%	-3%	6%	4%	-5%
CN(C)C(=S)Nc1ccc(N2CCOCC2)cc1	2%	4%	-1	-9%	4%	-24%	-15%	5%	?
O=C(COC(=O)c1cc(Cl)ccc1O)Nc1ccccc1C(=O)NC1CC1	0%	nt	-8	-3%	nt	5%	18%	32%	37%[activator]
Cc1ccc(-c2cc(C(=O)N3CCOCC3)c3ccccc3n2)o1	-22%	nt	5	-10%	nt	-14%	?	10%	?
COc1cc(/C=N/NC(=O)CCC(=O)NCc2ccccc2)cc(OC)c1OC	2%	-1%	-6	7%	-12%	?	11%	-1%	6%
CCOc1cc(C2C3=C(CC(C)(C)CC3=O)N(CCOC)C3=C2C(=O)CC(C)(C)C3)ccc1O	-6%	30%	-6	-8%	-6%	-7%	17%	4%	-14%
C=CCn1c(-c2cccc([N+](=O)[O-])c2)n[nH]c1=S	-3%	0%	-4	-1%	-6%	-21%	-31%	0%	-28%
COC(=O)c1cc(S(=O)(=O)NCc2ccccc2Cl)c[nH]1	-3%	61%	-2	1%	-19%	-7%	-11%	-6%	nt

For convenience, some entries already given.
SMILES	POLK inh	POLB inh	LDHA block	ERG-DNA inh	Anesthetic bind	POLH inh	RGS4 inhibitor	APE1 inh	12-LOX inh
CCOc1cc(C2C3=C(CC(C)(C)CC3=O)N(CCOC)C3=C2C(=O)CC(C)(C)C3)ccc1O	-6%	30%	-6	-8%	-6%	-7%	17%	4%	-14%
C=CCn1c(-c2cccc([N+](=O)[O-])c2)n[nH]c1=S	-3%	0%	-4	-1%	-6%	-21%	-31%	0%	-28%
COC(=O)c1cc(S(=O)(=O)NCc2ccccc2Cl)c[nH]1	-3%	61%	-2	1%	-19%	-7%	-11%	-6%	nt

Among those listed so far, these have a COOH group.
SMILES	POLK inh	POLB inh	LDHA block	ERG-DNA inh	Anesthetic bind	POLH inh	RGS4 inhibitor	APE1 inh	12-LOX inh
Cc1c(C(=O)O)oc2c1C(O)CC(C)(C)C2 (centres undefined)	-9%&-8%	-16%&1%	-16&-3	4%&10%	-2%&-14%	-13%&-10%	14%&-26%	14%&-1%	-4%&4%
C#CCOCCOCCOCCNc1nc(N2CCN(C(=O)[C@H](Cc3cc4ccccc4[nH]3)n3cc(C(N)CC(C)C)nn3)CC2)nc(N2CCN(C(=O)[C@H](CCC(=O)O)n3cc(C(N)[C@H](C)CC)nn3)CC2)n1 (some centres undefined)	1%	1%	-3	-8%	-8%	-14%	-3%	-3%	nt
CCc1ccc(N(CC)C(=O)Cc2c(C(=O)O)n(C)c3ccccc23)cc1	-13%	1%	-6	-6%	-1%	-6%	-7%	10%	35%[activator]
CCCCN(c1ccccc1)S(=O)(=O)c1ccc2c(c1)CCN2C(=O)CCC(=O)O	-15%	-19%	-2	-2%	0%	-1%	21%	-9%	6%

This is a subset; rates above refer to the full screens.
